# Pol kappa inh – DNA polymerase kappa (human) inhibition; AID 588579; Q9UBT6; Potency, µM (highest dose often 107 µM), inactives show at the highest dose activity, negative = inhibition, hits mostly inhibitors; 400,000 tested, 0.53% active; purified Pol kappa, fluorescent DNA synthesis assay, 10 min; note: potency is the fitted concentration of half-maximal effect; % is set by controls: 0 for no effect and ±100 for the full control effect
#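 Kinetic fluorescence readout at 0 and 10 min followed reaction start with substrate at 50 nM final. Beforehand, enzyme (10 nM Pol kappa) stood 15 min with compound at room temperature; buffer-only wells were negative controls.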
# Pol beta inh – inhibitors of human DNA polymerase beta. 340,000 tested, 1.3% active. Potency, µM (series often up to 114 µM), for inactives: at the highest dose activity change, negative = inhibition, most hits filed as inhibitors. P06746. Pol beta primer extension/strand displacement, fluorescence kinetic. AID 485314; note: potency is the fitted concentration of half-maximal effect; % is set by controls: 0 for no effect and ±100 for the full control effect
#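 Human Pol beta at 10 nM; strand-displacement substrate 50 nM final. Compound exposure 15 min at room temperature before start, reaction 10 min at room temperature.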
# Apoferritin bind – candidate novel general anesthetic via apoferritin binding | P02791 | apoferritin/1-aminoanthracene competitive binding, fluorescence | Potency, µM (titrated, usually from 77.5 µM), for inactives: at the top dose activity change, negative = displacement, usual class: inhibitors | 350,000 tested, 0.074% active; note: potency is the fitted concentration of half-maximal effect; % is set by controls: 0 for no effect and ±100 for the full control effect; nearly all actives have a fitted effect of over 20% in size
#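 Read-out: endpoint 1-AMA fluorescence, excitation 380 nm and emission 535 nm, after compounds sit 10 min at room temperature with 10 uM horse-spleen apoferritin in 50% saturated 1-AMA/PBS. Values come from four-parameter Hill fits.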
# ALOX12 inh – ALOX12 (human) lipoxygenase inhibition; P18054; purified 12hLO, xylenol orange hydroperoxide absorbance; Potency, µM (top dose mostly 108 µM), inactives show at the top dose activity change, negative = inhibition, most hits filed as inhibitors; 580,000 tested, 1.1% active; note: potency is the fitted concentration of half-maximal effect; % is set by controls: 0 for no effect and ±100 for the full control effect
#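 Purified human 12hLO (150 nM final) in 25 mM Hepes, 0.01% Triton X-100, pH 7.0 was preincubated 15 min at room temperature with compound. Then 40 uM arachidonic acid was added, 30 min. Hydroperoxide was read by Fe-XO absorbance ratio 573/405 nm.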
# APEX1 inh – blocks human APE1 abasic DNA cleavage; recombinant APE1, TAMRA/BHQ-2 abasic DNA cleavage fluorescence; 350,000 tested, 0.35% active; Potency, µM (series often up to 65.8 µM), inactives show at the highest dose activity change, negative = inhibition, most hits filed as inhibitors; P27695;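 note: potency is the fitted concentration of half-maximal effect; plate controls were vehicle for no effect and reference inhibitor for full effect; nearly all actives have a fitted effect of over 55% in size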
#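 APE1 at 0.75 nM final was preincubated with compound 15 min at room temperature, then 50 nM double-stranded THF abasic-site substrate (5'-TAMRA/3'-BHQ-2) was added. Fluorescence (ex 525/em 598 nm) was read kinetically; third-minus-first read gave activity.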
# BLM inh – inhibitors of human Bloom syndrome helicase BLM; AID 2528; recombinant BLM DNA unwinding, fluorescence dequenching; 350,000 tested, 0.2% active; P54132; Potency, µM (top dose mostly 56.1 µM), inactives show at the highest dose activity change, negative = inhibition, hits mostly inhibitors;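 note: potency is the fitted concentration of half-maximal effect; plate controls were vehicle for no effect and no enzyme for full effect; nearly all actives have a fitted effect of over 35% in size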
# Target sequence (P54132 whole entry, looked up): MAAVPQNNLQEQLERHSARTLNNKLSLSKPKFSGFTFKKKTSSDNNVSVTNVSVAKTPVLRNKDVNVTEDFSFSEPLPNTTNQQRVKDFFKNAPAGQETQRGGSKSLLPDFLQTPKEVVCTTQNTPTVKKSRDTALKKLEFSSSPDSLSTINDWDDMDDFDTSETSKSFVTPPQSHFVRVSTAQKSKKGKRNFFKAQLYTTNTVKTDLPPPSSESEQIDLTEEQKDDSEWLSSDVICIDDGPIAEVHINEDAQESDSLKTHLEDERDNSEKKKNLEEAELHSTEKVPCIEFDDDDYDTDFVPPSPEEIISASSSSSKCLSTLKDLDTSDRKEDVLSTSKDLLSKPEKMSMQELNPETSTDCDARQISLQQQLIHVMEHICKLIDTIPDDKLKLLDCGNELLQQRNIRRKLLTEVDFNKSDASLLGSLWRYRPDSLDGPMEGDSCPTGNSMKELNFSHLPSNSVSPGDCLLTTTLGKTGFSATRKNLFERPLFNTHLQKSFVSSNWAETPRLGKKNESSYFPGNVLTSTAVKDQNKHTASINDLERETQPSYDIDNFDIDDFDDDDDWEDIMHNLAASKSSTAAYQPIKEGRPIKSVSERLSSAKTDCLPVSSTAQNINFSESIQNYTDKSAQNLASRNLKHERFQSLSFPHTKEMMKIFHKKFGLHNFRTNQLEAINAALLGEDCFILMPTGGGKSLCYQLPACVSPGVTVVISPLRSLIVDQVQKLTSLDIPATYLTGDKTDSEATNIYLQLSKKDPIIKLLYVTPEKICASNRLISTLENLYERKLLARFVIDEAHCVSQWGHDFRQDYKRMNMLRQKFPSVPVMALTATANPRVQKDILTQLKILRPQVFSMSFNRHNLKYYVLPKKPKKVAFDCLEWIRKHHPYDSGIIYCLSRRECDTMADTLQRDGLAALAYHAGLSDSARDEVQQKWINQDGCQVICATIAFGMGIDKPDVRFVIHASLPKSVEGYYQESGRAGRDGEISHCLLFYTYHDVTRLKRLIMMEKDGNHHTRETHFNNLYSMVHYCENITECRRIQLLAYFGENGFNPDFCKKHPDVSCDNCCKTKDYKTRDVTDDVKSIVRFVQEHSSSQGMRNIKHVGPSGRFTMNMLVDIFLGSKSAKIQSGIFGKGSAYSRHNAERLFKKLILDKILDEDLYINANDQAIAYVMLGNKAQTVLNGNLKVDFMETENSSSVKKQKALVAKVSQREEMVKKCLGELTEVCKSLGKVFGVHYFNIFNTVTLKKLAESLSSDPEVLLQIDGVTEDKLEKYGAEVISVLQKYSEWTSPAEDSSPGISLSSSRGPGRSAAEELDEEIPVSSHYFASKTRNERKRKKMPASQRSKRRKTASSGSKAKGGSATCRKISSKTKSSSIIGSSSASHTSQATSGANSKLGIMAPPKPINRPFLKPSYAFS
# Pol iota inh – blocks human DNA polymerase iota activity. Pol iota fluorescent replication assay, 10 min. Potency, µM (top dose mostly 115 µM), inactives show top-dose activity, negative = inhibition, actives largely listed as inhibitors. 390,000 tested, 1% active; note: potency is the fitted concentration of half-maximal effect
#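 Pol iota at 10 nM preincubated 15 min with compounds at room temperature; reaction started with fluorescent substrate, 50 nM final. Fluorescence read kinetically at 0 and 10 min; buffer-only wells as negative control.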
# TRHR ag – TRH receptor (human) agonism; AID 493084; TRHR cells, calcium flux fluo-8, FDSS agonist mode; 360,000 tested, 0.18% active; P34981; activation, % at 2 µM; in the data active = activation above about 30%; note: 0% is about no effect
#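 Fluo-8-loaded TRHR cells; 10 s baseline, compound added, kinetic Ca2+ fluorescence read 1/s, agonist mode.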
# ERG Ets-DNA blk – blocks human ERG Ets domain binding to DNA; 370,000 tested, 0.028% active; P11308; Potency, µM (titrated, usually from 76.9 µM), for the others: top-dose FP activity, negative = inhibition, usual class: inhibitors; fluorescence polarization, His-ERG Ets domain / labelled DNA; active = well fitted inhibition curve with a large enough effect in the polarisation, with a control signal flat; inconclusive = small, poorly fitted or top-dose-only effect, or effect the other way, or a change in a side signal; inactive = no such curve, though single readings can be large or run the other way; the % refers to the polarisation;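 note: polarization taken with two DNA probes labelled with fluorescein and Texas red; potency is the fitted concentration of half-maximal effect; % of control where 0% means no effect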
#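 His-tagged ERG Ets domain (1 uM in the protein solution; 300mM KCl, 50mM Tris-HCl, 1mM EDTA, 1mM DTT, pH 7.5) received compound, then a probe mix of 5 nM fluorescein-DNA and 100nM Texas-615-DNA. Fluorescence polarization was read for both dyes.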
# Starred values were filed as active, the others as inactive; ? = inconclusive; nt = no result given; & = joins results of further samples; [ ] = another dose, or the depositor's remark. Unless noted, calls come from the whole dose curve; as a rule, active = well fitted curve in the direction sought with a large enough effect; inconclusive = small, poorly fitted or top-dose-only effect, or another doubt; inactive = no such curve, though single readings can be large; an effect the other way counts as inactive or inconclusive. Only part of the results is shown. The share of hits here may be higher or lower than overall.
Structure	Pol kappa inh	Pol beta inh	Apoferritin bind	ALOX12 inh	APEX1 inh	BLM inh	Pol iota inh	TRHR ag	ERG Ets-DNA blk
CNC(=S)N/N=C/c1c(Cl)cccc1Cl	8%	95%[activator]	-4%	?	-1%	-1%	9%	-0.8	4%
CC(C)=CCc1cc(-c2oc3cc(O)cc(O)c3c(=O)c2O)ccc1O	-14%	nt	nt	35µM*	nt	nt	?	nt	4%
CC(=O)Nc1cccc(OCC(=O)Nc2ccccc2)c1	3%	-5%	8%	3%	-4%	3%	29%	0.4	-7%
CCOc1ccc(Nc2cc3n(c(=O)n2)CCc2cc(OC)c(OC)cc2-3)cc1	-21%	-28%	-10%	0%	-6%	-6%	9%	-1.0	5%
Cc1cc(C)c2c(CCl)cc(=O)oc2c1	-1%	10%	-6%	-1%	-6%	1%	26%	-0.1	0%
Cc1ccc(/C=c2\sc3nc(-c4cccnc4)nn3c2=O)cc1	-21%	?	-16%	-21%	-4%	-10%	?	0.3	-1%
CCCc1cc(=O)[nH]c(SCc2ccc(Cl)cc2)n1	-2%	62%	?	-24%	12%	-12%	3%	-1.6	2%
CCCn1c2ccc(C)cc2c2nnc(SCCN3CCCCC3)nc21	0%&-22%	27%&7%	?	?	-12%	35%&41%[activator]	-18%&9%	-0.5&-0.3	30%&-1%
CN(C)c1ccc(-c2cncnc2NCCN2CCOCC2)cc1	4%[60.1 µM]	nt	nt	?	1%	-8%	nt	nt	nt
CN(C)c1ccc(/C=N/n2c(-c3cccnc3)n[nH]c2=S)cc1	-2%	18%	-7%	?	4%	0%	69%[activator]	0.0	-4%
NC(=O)c1nsc(C(=O)N(CCCN2CCOCC2)C(C(=O)NC2CCCCC2)c2ccc(Cl)cc2)c1N (centres undefined)	-8%	1%	-11%	13%	15%	-4%	7%	1.1	11%
O=C(CCN1C(=O)c2ccccc2S1(=O)=O)Nc1ccc2c(c1)OCCO2	-17%	6%	-11%	3%	-10%	-14%	20%	-0.8	nt

# Part of the list above, with values under each structure:
# The line under a structure holds: Pol kappa inh, Pol beta inh, Apoferritin bind, ALOX12 inh, APEX1 inh, BLM inh, Pol iota inh, TRHR ag, ERG Ets-DNA blk
- CNC(=S)N/N=C/c1c(Cl)cccc1Cl
 : 8%, 95%[activator], -4%, ?, -1%, -1%, 9%, -0.8, 4%
- CC(C)=CCc1cc(-c2oc3cc(O)cc(O)c3c(=O)c2O)ccc1O
 : -14%, nt, nt, 35µM*, nt, nt, ?, nt, 4%
- CC(=O)Nc1cccc(OCC(=O)Nc2ccccc2)c1
 : 3%, -5%, 8%, 3%, -4%, 3%, 29%, 0.4, -7%
- CCOc1ccc(Nc2cc3n(c(=O)n2)CCc2cc(OC)c(OC)cc2-3)cc1
 : -21%, -28%, -10%, 0%, -6%, -6%, 9%, -1.0, 5%
- Cc1cc(C)c2c(CCl)cc(=O)oc2c1
 : -1%, 10%, -6%, -1%, -6%, 1%, 26%, -0.1, 0%
- Cc1ccc(/C=c2\sc3nc(-c4cccnc4)nn3c2=O)cc1
 : -21%, ?, -16%, -21%, -4%, -10%, ?, 0.3, -1%
- CCCc1cc(=O)[nH]c(SCc2ccc(Cl)cc2)n1
 : -2%, 62%, ?, -24%, 12%, -12%, 3%, -1.6, 2%
- CCCn1c2ccc(C)cc2c2nnc(SCCN3CCCCC3)nc21
 : 0%&-22%, 27%&7%, ?, ?, -12%, 35%&41%[activator], -18%&9%, -0.5&-0.3, 30%&-1%
- CN(C)c1ccc(-c2cncnc2NCCN2CCOCC2)cc1
 : 4%[60.1 µM], nt, nt, ?, 1%, -8%, nt, nt, nt
- CN(C)c1ccc(/C=N/n2c(-c3cccnc3)n[nH]c2=S)cc1
 : -2%, 18%, -7%, ?, 4%, 0%, 69%[activator], 0.0, -4%
- NC(=O)c1nsc(C(=O)N(CCCN2CCOCC2)C(C(=O)NC2CCCCC2)c2ccc(Cl)cc2)c1N (centres undefined)
 : -8%, 1%, -11%, 13%, 15%, -4%, 7%, 1.1, 11%
- O=C(CCN1C(=O)c2ccccc2S1(=O)=O)Nc1ccc2c(c1)OCCO2
 : -17%, 6%, -11%, 3%, -10%, -14%, 20%, -0.8, nt

# (cont.)
Structure	Pol kappa inh	Pol beta inh	Apoferritin bind	ALOX12 inh	APEX1 inh	BLM inh	Pol iota inh	TRHR ag	ERG Ets-DNA blk
O=C(CCC(=O)N1CCN(c2cccc(Cl)c2)CC1)N1CCN(c2ccccc2)CC1	-3%	7%	-11%	?	12%	0%	-5%	-1.7	6%
C/C(=N\NC(=S)NC1CCCCC1)c1cccc(Br)c1	6%	1%[57.1 µM]	4%	-1%	-4%	-10%	3%	0.0	1%
CCN(c1ccccc1)S(=O)(=O)c1ccc(C(=O)N2CCN(c3ccccc3)CC2)cc1	-6%	nt	nt	?	2%	nt	93%[activator]	nt	10%
NC(=O)N1CC(O)CC1C(=O)Nc1ccc(Cl)c(Cl)c1 (centres undefined)	-9%	11%	-9%	2%	-2%	0%	5%	-0.3	6%
Cc1ccc(C(=O)Oc2cc(C)n(C)c(=O)c2)cc1	-1%	18%	-9%	-1%	0%	-2%	9%	-0.2	-15%
OC1C2CCC(C2)C1CN1CCOCC1 (centres undefined)	-10%	nt	nt	11%	nt	nt	9%	nt	1%
COC(=O)c1cc(OC)c(OC)cc1NC(=O)Cc1ccccc1[N+](=O)[O-]	5%	35%	-22%	1%	-4%	-2%	-13%[58.9 µM]	-2.0	3%
C/C(=N\Nc1nc(C)cc(=O)[nH]1)C1CC1	4%	-9%[57.1 µM]	-3%	2%	3%	-11%	26%	0.3	6%
COc1ccc(-c2c(-c3cc(OC)cc(OC)c3)n(C)c3ccc(-c4cnc(N)nc4)cc23)cc1	-3%	nt	nt	?	-8%	nt	7%	nt	-7%
COc1ccccc1CN1C[C@@H]2C[C@@H](c3ccccc3OC)N3CCC[C@@]23C1=O	8%	-7%	4%	0%	-3%	1%	16%	-0.6	-1%
CCCCS(=O)(=O)N1CCCC(C(=O)Oc2ccccc2)C1 (centres undefined)	-8%	0%	-8%	4%	19%	-1%	20%	0.0	-5%
CN(C)/C=N/c1sc2c(c1C#N)CCCCC2	-15%	-16%	-12%	-2%	22%	5%	4%	-0.4	0%
CCSc1nncn1/N=C/c1ccc(OC)c(OC)c1	5%	7%	-4%	3%	-3%	-5%	16%	-0.5	-1%
c1ccc(CCc2nc(-c3ccccc3)no2)cc1	3%	19%	-15%	-7%	13%	-7%	-13%[58.9 µM]	-0.8	8%
CC(C)C(c1nnnn1CC1CCCO1)N1CCN(C2CCCC2)CC1 (centres undefined)	3%	18%	-8%	?	-3%	0%	4%	0.5	6%
O=C(C1CC1)N1CCN(c2ccc([N+](=O)[O-])cc2-n2cccc2)CC1	-12%	20%	0%	-8%	13%	-1%	-4%	0.3	-5%
O=C(NNC(=O)c1ccc(Br)s1)c1ccc(F)c(S(=O)(=O)N2CCOCC2)c1	-8%	nt	nt	-1%	32%	nt	-3%	-0.5	4%
COc1ccc(N(CC(=O)N2CCN(c3ccccc3F)CC2)S(=O)(=O)c2c(C)n[nH]c2C)cc1	-1%&-13%	-5%&2%	-5%&-12%	?	-3%	-14%&-7%	?	0.0&0.8	-11%&4%
O=c1c(-c2ccccc2)nc2cncnc2n1Cc1ccccc1Cl	-17%[60.1 µM]	nt	nt	0%	-3%	-5%	nt	nt	nt
CC(C)(C)OC(=O)N1CC(O)CC1C(=O)OCC(=O)c1ccc(Cl)cc1 (centres undefined)	-1%	18%	-7%	?	9%	-5%	-3%[58.9 µM]	-0.4	-6%
COc1ccc(OCc2cnc(Cl)s2)cc1	0%	5%	?	255%[activator]	-3%	0%	-1%	0.1	-1%
CCC(C)[C@H](NC(=O)c1cc2cc(Cl)ccc2n1C)C(=O)N1CCC[C@H]1C(=O)O (some centres undefined)	5%	0%	-5%	-14%	21%	-1%	7%	0.2	38%[activator]
Cc1ccc(C)c(N2N=C(C(=O)OCC(=O)N(C)c3ccccc3)CCC2=O)c1	0%	nt	nt	3%	-6%	nt	20%	0.2	-3%
COc1nnc(-c2ccc(N3CCCCC3)c(NC(=O)c3ccc(C)cc3)c2)c2ccccc12	-7%	23%	-5%	0%	nt	-3%	2%	0.3	-5%
Cc1nc2c(c(C)nn2-c2ccccc2)c(C)c1CCC(=O)Nc1ccc(CN2CCCC2)cc1	2%	-28%	-18%	0%	1%	40%[activator]	59%[activator]	1.2	7%
CCn1c2ccccc2n2c(=O)c(=O)n(CC(=O)Nc3ccc(C(C)C)cc3)nc12	7%	-2%	1%	?	4%	0%	15%	0.2	-6%
CC(C)Nc1nc(SCC(=O)Nc2ccccc2)nc(N2CCOCC2)n1	-29%	-23%	7%	-58%	-3%	0%	-14%	0.6	6%
CCN1CCc2c(sc(NC(=O)c3ccc(S(=O)(=O)N(CCOC)CCOC)cc3)c2C(N)=O)C1	-1%[60.1 µM]	0%	3%	-18%	nt	3%	23%	-0.4	8%
CCn1c(COc2ccccc2)nnc1SCc1ccc(C#N)cc1	-14%	14%	-18%	21%	1%	-2%	-1%	0.1	-2%
CC(=O)Nc1cc2c(cc1C(=O)C(C)C)OCCO2	-10%	46%[activator]	-7%	0%	14%	3%	11%	0.0	2%

# Source: PubChem BioAssay (National Center for Advancing Translational Sciences (NCATS))
